Screening data deposited in PubChem by several laboratories.
Arrestin-AP2 inh: inhibitors of human beta-arrestin and AP2 interaction. FITC-arrestin peptide / GST-AP2 beads, flow cytometry; AP2 beta2 appendage carries R879A mutation. inhibition, % at 10 µM. 340,000 tested, 0.31% active. AID 504490;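 active = inhibition above a set limit, near 3 SD of compounds lacking own fluorescence, cut at about 54% in these data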;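 also: plate controls were DMSO wells for no effect and 5 µM unlabelled arrestin peptide for full effect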
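System: GST-AP2 R879A glutathione beads | Also added: FITC-arrestin peptide, 50 nM | Times: 12 min plus 1 h, RT | Signal: Bead flow cytometry, FITC channel | Buffer or medium: PBS with 0.05% Tween 20 and 0.1% BSA | Read-out basis: Percent drop in bead-associated FITC signal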
CAL PDZ FP-1: blocks peptide binding to the human CAL PDZ domain | Q9HD26 | purified CAL PDZ, TMR-peptide fluorescence polarization, 1 h | inhibition, % at 24.9 µM | 300,000 tested, 0.92% active | AID 602252;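 active = mean inhibition of at least 30% with at least half of replicates also reaching 30%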;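 also: 0% = DMSO neutral control and 100% = excess unlabeled competitor peptide PRC23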
Keap1 Nrf2 FP: Keap1-Nrf2 (human) interaction inhibition | Q14145 | Keap1 Kelch-Nrf2 peptide fluorescence polarization, 1536-well | inhibition, % at 9.4 µM | 340,000 tested, 0.15% active | AID 504523; in the data active = inhibition above about 12%;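 also: human Keap1 Kelch domain with fluorescein labeled Nrf2 9mer peptide probe; 0% = neutral control wells and 100% = peptide positive control; higher means more block of Keap1 binding to Nrf2 peptide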
CAL PDZ FP-2: human CAL PDZ-peptide interaction inhibition. Q9HD26. inhibition, % at 20 µM. AID 504414. 330,000 tested, 0.02% active. purified CAL PDZ, TMR-peptide fluorescence polarization, 1 h;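 active = highest replicate inhibition of at least 40%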;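 also: plate controls were DMSO neutral control wells for no effect and unlabeled competitor peptide control wells for full effect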
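Test system: tagged CAL PDZ domain / Buffer or medium: sodium phosphate/NaCl buffer pH 7.4 with TCEP, IgG, Thesit / Reagent: TMR-labelled reporter peptide T*-PRC34 bound in PDZ groove / Compound dosing: single point, 20 µM / Schedule: 1 h incubation at room temperature before polarization reading / Technique: fluorescence polarization (mP) / Benchmarks: unlabelled peptide, DMSO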
NSD2 inh: NSD2 (human) methyltransferase inhibition | NSD2 peptide methylation, AlphaScreen, 120 min | inhibition, % at 12.5 µM | 310,000 tested, 0.54% active | AID 743445; in the data active = inhibition above about 50%
Pemphigus Ab inh: human desmoglein-3 autoantibody binding inhibition. AID 588358. DSG3-coupled beads, scFv-anti-DSG3-GFP binding, flow cytometry; active compounds read low. P32926. binding (percent of control), % at 10 µM. 310,000 tested, 0.48% active;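 active = binding more than 3 SD below its plate's average and above zero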;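 also: hits lower antibody fragment binding to DSG3; some compounds called inactive have numbers as strong as hits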
DAGLB inh: blocks human DAGLB lipase activity; Q8NCG7; HEK293T DAGLB membrane lysate, EnzChek fluorogenic substrate; inhibition, % at 5.17 µM; 340,000 tested, 0.059% active; AID 504411; in the data active = inhibition above about 34%;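 also: 0% = enzyme with vehicle and 100% = wells lacking enzyme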
Target sequence (Q8NCG7 whole entry, looked up): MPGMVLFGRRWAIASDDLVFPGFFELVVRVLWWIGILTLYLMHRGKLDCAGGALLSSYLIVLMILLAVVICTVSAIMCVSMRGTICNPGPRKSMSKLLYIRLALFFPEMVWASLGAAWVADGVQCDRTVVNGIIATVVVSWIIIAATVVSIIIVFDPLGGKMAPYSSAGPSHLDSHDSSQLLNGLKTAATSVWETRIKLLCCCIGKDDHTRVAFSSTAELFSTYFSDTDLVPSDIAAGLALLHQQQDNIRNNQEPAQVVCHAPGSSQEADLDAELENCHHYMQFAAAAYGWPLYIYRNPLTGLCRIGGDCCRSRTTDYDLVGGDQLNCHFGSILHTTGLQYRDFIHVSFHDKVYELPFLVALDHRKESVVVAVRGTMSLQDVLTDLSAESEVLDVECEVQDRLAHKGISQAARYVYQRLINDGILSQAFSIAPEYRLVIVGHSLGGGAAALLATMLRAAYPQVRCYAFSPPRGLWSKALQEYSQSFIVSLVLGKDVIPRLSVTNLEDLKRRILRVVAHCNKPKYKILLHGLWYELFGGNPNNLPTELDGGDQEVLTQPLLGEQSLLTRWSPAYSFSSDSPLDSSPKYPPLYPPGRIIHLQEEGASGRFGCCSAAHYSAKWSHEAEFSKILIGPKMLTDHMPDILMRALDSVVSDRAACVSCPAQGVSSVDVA
V-ATPase pH: alters yeast V-ATPase proton transport; S. cerevisiae, pHLuorin cytosolic pH fluorescence; AID 504577; 350,000 tested, 0.37% active; response, % at 10 µM; in the data active = response mostly above about 7.3%, no sharp cut-off; inactive = mostly below about 5.4%; also: actives read high; inactives centre near 0; some compounds called inactive have numbers as strong as hits
C-LANA FP: blocks KSHV LANA C-terminal domain binding to DNA | MBP-C-LANA/FAM-LBS DNA binding, fluorescence polarization | inhibition, % at 9 µM | 340,000 tested, 0.078% active;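 active = highest replicate inhibition at or above 60% at 9 µM, even if other replicates fall short; inactive = all replicates below 60% inhibition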;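 also: 0% = neutral control wells and 100% = 4 µM acridine orange control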
Cardiac RTF inh: cardiac RTF calcium desensitization | 340,000 tested, 0.12% active | AID 493244 | inhibition, % at 7.15 µM | IANBD-labeled cardiac RTF, Ca2+ fluorescence | P19429+P45379;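 active = inhibition above the mean inhibition of all tested compounds plus 3 SD, cut at about 17% in these data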;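 also: assay run at fixed EC70 calcium of 1.6 mM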
An asterisk follows results filed as active; . = no result given; + = active, no number. Some of the compounds tested. The share of hits here may be higher or lower than overall.

SMILES | Arrestin-AP2 inh | CAL PDZ FP-1 | Keap1 Nrf2 FP | CAL PDZ FP-2 | NSD2 inh | Pemphigus Ab inh | DAGLB inh | V-ATPase pH | C-LANA FP | Cardiac RTF inh
CNC(=O)c1c(C)nn(-c2ccc(F)c(Cl)c2)c1-c1cc(C)on1 | -9 | . | . | . | 2 | 107 | . | 1 | . | .
COc1cc(C2N(c3ccc(F)cc3)C(=O)C3CCCN32)cc(OC)c1OC (centres undefined) | 21 | . | 0 | -1.0 | . | 117 | 0 | 0 | 1.3 | -8
COc1ccc(NC(=S)NNC(=O)Cn2nc([N+](=O)[O-])cc2C)cc1 | 28 | . | -4 | -2.3 | 2 | 98 | 2 | 0 | 1.5 | -4
CC(=O)N(C(C)=O)N1C(=O)/C(=C/c2ccc(Cl)cc2)SC1=S | 3 | -5 | -2 | -0.9 | . | 106 | 5 | 1 | -1.1 | 2
O=C(COc1ccc(F)cc1Cl)Nc1ccc(S(=O)(=O)Nc2nccs2)cc1 | -4 | -4 | 6 | -0.5 | 1 | 109 | 2 | -1 | 0.6 | 8
COc1ccc(/C=C/C(=O)NCCSCc2ccco2)cc1OC | -1 | 0 | 2 | -1.5 | -2 | . | 0 | 2 | -0.7 | 3
COc1ccc(S(=O)(=O)Nc2ncccn2)cc1 | -7 | 1 | 0 | 0.7 | 0 | 104 | -1 | -2 | -2.8 | -5
CC(=NNC(=S)Nc1ccccc1)c1ccccn1 | . | . | . | . | 24 | 100 | 11 | 1 | . | .
C=CCN(c1ccc(OC)cc1)S(=O)(=O)c1ccc(Cl)c(C(=O)OCC(=O)c2c(N)n(C)c(=O)n(C)c2=O)c1 | -4 | . | -4 | -7.5 | 0 | 95 | 0 | 0 | -1.0 | -4
O=c1cc(CSc2ccc(Cl)cc2)nc(-c2ccncc2)[nH]1 | 36 | 0 | -2 | -3.3 | -1 | 97 | 0 | 3 | -0.9 | 2
Cc1ccc(NC(=O)c2c(-c3ccccc3)noc2C)nc1 | 4 | + | -4 | -0.6 | -2 | 100 | -3 | 1 | 0.6 | -3
O=C(Nc1nccs1)C1Cc2ccccc2CN1S(=O)(=O)c1ccc(F)cc1 (centres undefined) | 3 | -6 | -3 | -4.0 | -1 | 99 | 0 | -3 | 0.9 | -2
CC1Cc2ccccc2N1C(=O)c1ccc2c(c1)nnn2C (centres undefined) | 8 | . | 1 | -0.3 | -6 | 87 | 1 | 0 | -0.6 | -4
CCCCC(=O)NC1=NC(=O)C(C)(C)S1 | -4 | . | 1 | -0.4 | 0 | 98 | 1 | 0 | 0.7 | -5
CC1(C)Oc2ccc3ccc(=O)oc3c2C(/C=N/O)C1=O (centres undefined) | 10 | 2 | 0 | 0.0 | -1 | 99 | -3 | 4 | -1.1 | 10
CCCn1c(C(O)c2ccc(C)cc2)nc2ccccc21 (centres undefined) | 4 | -1 | -6 | -1.2 | -1 | 109 | -3 | 0 | -4.5 | 1
N/N=C(\c1ccccc1)c1cc(Cl)ccc1N | -7 | 1 | -9 | 0.4 | 6 | 105 | -3 | 2 | 1.2 | -6
CC(=O)c1cccc(NC(=O)C(C)OC(=O)Cc2c[nH]c3ccccc23)c1 (centres undefined) | -7 | -2 | 4 | -2.5 | . | 98 | -1 | -1 | 1.0 | -2
CC(C)CCNC(=O)C(=O)Nc1ccc2c(c1)N(S(=O)(=O)c1cccs1)CCC2 | -7 | . | -1 | 0.0 | 2 | 103 | 7 | -4 | -2.7 | 4
COC(=O)c1ccc(SC)cn1 | 11 | -4 | -11 | -0.9 | -2 | 105 | 0 | 2 | -0.5 | 1
O=S(=O)(Nc1cccc(-n2cnnn2)c1)c1ccc(Cl)cc1 | 9 | -4 | 2 | -1.5 | -4 | 102 | 2 | -1 | -1.2 | -3
COc1ccc(N2CSC(=S)N(c3ccc(OC)cc3)C2)cc1 | . | . | . | . | 2 | 101 | -6 | -6 | . | .
Cc1cccc2c1cnn2C(=O)Nc1ccccc1Cl | 0 | 6 | -5 | -0.2 | -2 | 118 | -3 | -2 | -0.1 | -10
Fc1cccc(Cl)c1Cn1nnc2c(NCc3ccncc3)ncnc21 | -10 | 0 | -5 | -0.2 | 0 | 118 | 0 | 7 | -2.7 | -8
CC(C)C[C@H](NC(=O)C1CCN(S(=O)(=O)c2ccccc2)CC1)C(=O)NCc1cccnc1 | -16 | -4 | -1 | -2.0 | -3 | 106 | -3 | -4 | -1.3 | -10
CCOc1cc(CNc2cccc3ccccc23)cc(Br)c1OCC(=O)NC(C)(C)C | 10 | 0 | -3 | -0.3 | . | 96 | -13 | -1 | -0.7 | -8
Cc1cc(NC(=O)CCC(=O)N(CC2CCCO2)C(C(=O)NC2CCCC2)c2cccnc2)no1 (centres undefined) | 23 | -3 | 2 | -0.9 | -5 | . | 3 | -1 | 1.5 | -17
CCN1C(=O)c2cccc3c(S(=O)(=O)NCc4cccnc4)ccc1c23 | -6 | -3 | 4 | -0.9 | -2 | . | 1 | -2 | 2.2 | -2
O=C(c1cccs1)N1CCN(Cc2nc(-c3ccccc3)no2)CC1 | . | . | . | . | -7 | 105 | 1 | 4 | . | .
O=C(c1ccc(F)cc1)c1cn[nH]c1-c1ccccc1O | 0 | -3 | 0 | -0.5 | -3 | 101 | -1 | -2 | -0.6 | -5
O=C1CN(C(=O)COC(=O)c2ccc[n+]([O-])c2)c2ccccc2N1 | -3 | 11 | -2 | 0.5 | -7 | 89 | -1 | -3 | -0.6 | -5
Cc1ccc(S(=O)(=O)NN2C(=O)/C(=C/c3cccs3)SC2=S)cc1 | -1 | -1 | 0 | -5.1 | 10 | 92 | 13 | -3 | 5.2 | -10
COc1ccc(NC(=O)CCNC(=O)C2CCN(S(=O)(=O)c3ccc(OC)cc3)CC2)cc1 | -3 | -7 | 2 | -1.8 | -2 | 100 | 4 | 2 | 0.4 | -12
CCc1cc2cc3c(cc2nc1SCC(=O)N1CCN(C(=O)c2ccco2)CC1)OCO3 | 14 | 1 | -10 | -1.3 | 0 | 97 | -3 | 2 | 4.2 | -3
CCCCc1nnc(NC(=O)c2cccc(S(=O)(=O)N3CCN(C)CC3)c2)s1 | 3 | -2 | -6 | -2.7 | 0 | . | 1 | -1 | -0.9 | -7
Cc1ccc(C(=O)NCCc2sc(C)nc2C)cc1 | -3 | -5 | -1 | -0.6 | -3 | 125 | -2 | -4 | 1.4 | 1
CCCc1cc2c(=O)c(-c3nc4ccccc4s3)c(COCC(=O)O)oc2cc1O | 5 | 4 | -1 | -2.2 | 0 | 97 | 23 | 1 | 1.4 | -1
COC(=O)C1=C(O)CSC1=Nc1cccc(C(F)(F)F)c1 | 0 | -4 | -7 | 0.4 | 1 | 102 | -5 | -2 | -2.0 | -7
COc1ccc(NS(=O)(=O)CC(C)C)c(OC)c1 | 6 | -7 | -1 | -0.1 | 0 | . | 2 | 11* | 3.8 | -9
O=C(c1ccccc1)c1c[nH]c(C(=O)C(Cl)(Cl)Cl)c1 | 21 | 1 | 5 | 0.4 | 1 | 98 | 1 | -1 | -0.2 | -3

Among those listed so far, 4 have an NH in an aromatic ring.
SMILES | Arrestin-AP2 inh | CAL PDZ FP-1 | Keap1 Nrf2 FP | CAL PDZ FP-2 | NSD2 inh | Pemphigus Ab inh | DAGLB inh | V-ATPase pH | C-LANA FP | Cardiac RTF inh
O=c1cc(CSc2ccc(Cl)cc2)nc(-c2ccncc2)[nH]1 | 36 | 0 | -2 | -3.3 | -1 | 97 | 0 | 3 | -0.9 | 2
CC(=O)c1cccc(NC(=O)C(C)OC(=O)Cc2c[nH]c3ccccc23)c1 (centres undefined) | -7 | -2 | 4 | -2.5 | . | 98 | -1 | -1 | 1.0 | -2
O=C(c1ccc(F)cc1)c1cn[nH]c1-c1ccccc1O | 0 | -3 | 0 | -0.5 | -3 | 101 | -1 | -2 | -0.6 | -5
O=C(c1ccccc1)c1c[nH]c(C(=O)C(Cl)(Cl)Cl)c1 | 21 | 1 | 5 | 0.4 | 1 | 98 | 1 | -1 | -0.2 | -3

(continued)
SMILES | Arrestin-AP2 inh | CAL PDZ FP-1 | Keap1 Nrf2 FP | CAL PDZ FP-2 | NSD2 inh | Pemphigus Ab inh | DAGLB inh | V-ATPase pH | C-LANA FP | Cardiac RTF inh
CCCOC(=O)CCNc1n[nH]c(=O)[nH]c1=O | 13 | 1 | 1 | -0.9 | 10 | . | -2 | -6 | 1.1 | 10
CN(C)Cc1c(O)ccc2c3c(c(=O)oc12)CCCCC3 | 0 | 3 | 1 | 0.6 | 1 | 99 | 4 | 0 | -0.1 | 4
Nc1ncc(Br)cc1S(=O)(=O)NCCC(=O)N1CCN(c2ccccc2)CC1 | 11 | -6 | -4 | -1.2 | 4 | 105 | 3 | -8 | -0.4 | 0
COCCNC(=S)N(CCc1c(C)[nH]c2ccc(Cl)cc12)Cc1cccs1 | 8 | . | -1 | -1.0 | -1 | . | -2 | 0 | -1.7 | -1
O=C(NCCc1ccccc1)c1c[nH]c2ccc(F)cc2c1=O | -1 | -7 | 0 | -2.2 | 0 | 130 | 5 | 3 | -2.2 | -2
CC(=O)Nc1ccc(S(=O)(=O)N2CCC(C(=O)O)(c3ccccc3)CC2)cc1 | -12 | 3 | 0 | -1.4 | -2 | 104 | -1 | -3 | 0.8 | 1
O=C(O)Cn1cc(/C=N/NC(=O)c2cc3cc(Br)ccc3o2)c2ccccc21 | 37 | 0 | 0 | -1.2 | 20 | 93 | 0 | -3 | -1.7 | -8
CSc1cccc(NC(=O)c2ccc(Cl)nc2)c1 | 18 | -2 | -3 | -0.4 | 4 | 109 | 1 | -2 | 0.8 | -12
COc1cc(/C=C(\C#N)C(=O)NCc2ccccc2)ccc1OCc1ccc(C(=O)O)cc1 | -12 | -1 | -4 | -1.5 | 5 | 95 | 2 | 5 | 0.0 | -1
COC(=O)c1ccccc1NC(=O)c1ccc(COc2cc(C)cc(C)c2)o1 | 12 | -2 | -4 | -0.9 | 0 | 100 | -4 | 0 | -1.0 | -2
COc1ccc(/C=C/C(=O)c2ccc(Cl)cc2)c(OC)c1 | 6 | . | 2 | -1.8 | 2 | 101 | -4 | 2 | 1.9 | -3
C=CCN1C(=O)C2(OCCCO2)c2cc(Cl)ccc21 | -5 | . | 1 | -2.1 | -1 | 102 | -4 | 5 | 0.2 | -1
CCN(C(=O)COC(=O)c1cccc(S(=O)(=O)N(C)C)c1)c1c(N)n(Cc2ccccc2)c(=O)[nH]c1=O | -7 | 1 | -3 | 0.2 | 11 | . | 1 | -3 | -1.3 | -4
O=C(NC(=O)c1ccc(F)cc1F)Nc1ccc(Cl)cc1 | 25 | -3 | 0 | -0.9 | -1 | 100 | -8 | -1 | 1.0 | -4
N#Cc1cccc(NC(=O)COc2ccc(-n3ccnc3)cc2)c1 | -6 | . | -3 | -2.1 | 2 | 97 | 1 | -4 | 0.0 | -13
